High-throughput results deposited in PubChem by several laboratories.
NCF1 inh: p47phox (human) inhibition. P14598. p47phox/p22phox peptide binding, fluorescence polarization, 2 h. inhibition, % at 24.7 µM. 0.53% of 220,000 active;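 note: 0% = p47phox with labelled peptide and 100% = labelled peptide alone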
Target sequence (P14598 whole entry, looked up): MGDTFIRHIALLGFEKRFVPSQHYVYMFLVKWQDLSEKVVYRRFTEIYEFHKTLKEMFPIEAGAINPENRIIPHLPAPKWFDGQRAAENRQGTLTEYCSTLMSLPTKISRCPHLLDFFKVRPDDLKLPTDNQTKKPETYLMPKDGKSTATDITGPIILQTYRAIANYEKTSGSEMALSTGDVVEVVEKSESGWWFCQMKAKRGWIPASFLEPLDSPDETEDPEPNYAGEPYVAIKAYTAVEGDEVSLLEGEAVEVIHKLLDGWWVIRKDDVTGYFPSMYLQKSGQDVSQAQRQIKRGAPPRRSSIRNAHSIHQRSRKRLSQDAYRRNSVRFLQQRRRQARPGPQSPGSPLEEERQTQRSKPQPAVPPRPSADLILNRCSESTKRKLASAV
hK5 inh: blocks human kallikrein 5 protease activity. Q9Y337. recombinant hK5, fluorogenic AMC substrate cleavage. inhibition, % at 5 µM. 0.59% of 210,000 active;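 active = inhibition of 40% or more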;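 note: 0% = enzyme controls without compound and 100% = no-enzyme blanks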
thrombin 1536: inhibitors of human thrombin; 0.26% of 220,000 active; alpha-thrombin, Boc-VPR-AMC fluorogenic substrate cleavage; P00734; inhibition, % at 5 µM;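 active = inhibition at or above 40%; inactive = inhibition below 40%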;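 note: 0% = enzyme with no compound and 100% = wells without enzyme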
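Material: Human alpha-thrombin protein | Buffer or medium: pH 7.5 Tris-saline with Tween 20 | Reagent: Boc-VPR-AMC substrate, 15 µM final | Schedule: Reaction at ambient temperature | Detection: AMC fluorescence at 355 nm excitation and 460 nm emission | Evaluation: Percent inhibition scaled between no-compound controls and no-enzyme blanks | Controls: no-compound enzyme wells and no-enzyme blanks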
EBV gp42 block: EBV gp42 inhibition; 0.42% of 220,000 active; inhibition, % (tested at 21.74 µM); Fluorescence polarization binding assay, mP read-out; Q1HVG2; in the data active = inhibition above about 50%
14-3-3 Bad PPI: disrupts binding of bovine 14-3-3 zeta to phospho-Bad peptide | TR-FRET 14-3-3zeta/Dy647-pBad peptide displacement, 1 h | inhibition, % at 21.7 µM | 0.71% of 220,000 active | AID 781 | P63103;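 active = inhibition above about 70%, limit read from the data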;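 note: 0% = full 14-3-3 plus peptide FRET controls and 100% = background without 14-3-3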
Target sequence (P63103 whole entry, looked up): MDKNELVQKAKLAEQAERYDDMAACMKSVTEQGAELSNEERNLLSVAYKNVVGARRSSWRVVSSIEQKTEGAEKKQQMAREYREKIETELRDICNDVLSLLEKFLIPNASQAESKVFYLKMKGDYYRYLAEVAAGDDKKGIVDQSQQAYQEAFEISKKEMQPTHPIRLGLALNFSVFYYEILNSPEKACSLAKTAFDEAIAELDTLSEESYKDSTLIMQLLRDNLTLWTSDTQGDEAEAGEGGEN
Rad51 HR inh: blocks human Rad51 in homologous recombination; hRad51 DNA strand exchange, fluorescence dequenching; AID 1385; inhibition, % at 10 µM; 0.085% of 200,000 active; Q06609;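 active = inhibition above 40% at the single screening dose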;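 note: 0% = DMSO control wells and 100% = blanks with heterologous ssDNA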
Target sequence (Q06609 whole entry, looked up): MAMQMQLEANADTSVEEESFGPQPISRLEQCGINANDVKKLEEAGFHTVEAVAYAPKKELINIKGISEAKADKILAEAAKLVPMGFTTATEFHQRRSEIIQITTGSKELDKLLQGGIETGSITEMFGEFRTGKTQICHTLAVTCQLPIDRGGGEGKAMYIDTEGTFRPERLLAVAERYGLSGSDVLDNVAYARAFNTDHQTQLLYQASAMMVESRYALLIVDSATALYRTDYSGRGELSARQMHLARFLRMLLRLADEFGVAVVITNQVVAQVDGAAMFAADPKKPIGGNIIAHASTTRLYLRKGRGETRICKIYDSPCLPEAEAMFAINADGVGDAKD
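Test system: preformed human Rad51 ssDNA filaments. Compound dosing: single dose, 10 µM final compound. Incubation: filaments 15 min 37 °C, then compound 30 min. Technique: FRET fluorescence dequenching, excitation 485 nm, emission 520 nm. Read-out basis: percent inhibition from fluorescence, normalised to plate control and blank means. Benchmarks: plate controls and plate blanks.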
Furin inhibitor: inhibitors of human furin; purified furin, fluorogenic substrate cleavage; inhibition, % at 30 µM; 0.061% of 220,000 active; P09958; in the data active = inhibition above about 25%; note: inactives centre near -15
eIF4E-4G inh: eIF4E/eIF4G interaction inhibition in translation initiation; P63073+Q04637; TR-FRET eIF4E-eIF4GI(517-606) binding, 2 h; inhibition, % at 21.7 µM; 0.37% of 220,000 active; AID 782;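 note: 0% = full FRET control wells and 100% = background wells lacking eIF4GI fragment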
KCC2 mod: modulators of human KCC2 chloride dependent transport; B-score of Tl+ flux slope (higher = more flux/activation; lower = inhibition) at 10 µM; KCC2 cells, thallium flux FluoZin-2 fluorescence; 2.2% of 190,000 active; Q9H2X9;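 active = thallium flux slope and its plate-corrected score both differing from the plate sample mean at a set confidence after two filtering rounds, in either direction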;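 note: slope of fluorescence scaled to starting intensity during 10 to 20 s after thallium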
* = called active by the depositor; x = no result given; [ ] = remark or other dose.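 Rule for the calls, unless noted: active = inhibition above about 30% (limit read from the data); inactive = the rest.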

#1 Cc1cc(NC(=O)CSc2nnc(NC(=O)C3CC(=O)N(c4ccccc4)C3)s2)no1 (centres undefined)
#2 O=C(CCn1cnnn1)Nc1ccc(F)cc1
#3 CCCCN1CCCC1CNC(=O)c1cc(C#N)c2ccccc2c1OC (centres undefined)
#4 NC1=NC[C@H](c2ccccc2)N1CCc1cc(C(F)(F)F)cc(C(F)(F)F)c1
#5 CCc1ccc(C(=O)NCc2ccc(Cl)cc2Cl)cc1
#6 NS(=O)(=O)c1ccc(CCNC(=O)Cc2ccccc2[N+](=O)[O-])cc1
Compound	1	2	3	4	5	6
NCF1 inh	0.5	-2.4	-8.3	-9.0	-1.1	-2.3
hK5 inh	29.8	-2.0	x	1.5	-21.8	20.6
thrombin 1536	9.5	-4.8	x	-0.2	1.8	52.4*
EBV gp42 block	-20.0	1.4	-7.4	-2.0	-8.0	11.7
14-3-3 Bad PPI	35.1[fluorescence artefact?]	-10.1	3.9	-2.4	3.7[fluorescence artefact?]	-3.2
Rad51 HR inh	-8.4	4.4	-0.5	4.9	1.0	-8.7
Furin inhibitor	4.8	-37.0	x	-23.8	-14.0	-4.0
eIF4E-4G inh	-4.3	2.0	-1.0	0.3	0.3	0.8
KCC2 mod	-0.585	-1.03	0.0388	0.738	-1.37	0.383

#7 COc1ccccc1-c1coc2cc(O)cc(O)c2c1=O
#8 COCCn1c(SCC(N)=O)nnc1-c1c[nH]c2ccccc12
#9 Cn1nc([N+](=O)[O-])nc1Oc1ccccc1F
#10 CN(C(=O)NC1CCCCC1)c1ccccc1
#11 Cc1sc(NC(=O)c2oc3ccccc3c2C)c(C#N)c1C
#12 Cc1ccc(Cl)c2c1NC(=O)C2(O)CC(=O)c1ccccc1O (centres undefined)
Compound	7	8	9	10	11	12
NCF1 inh	-11.1	-14.4	-11.7	2.0	-33.5	-2.6
hK5 inh	5.3	-3.5	x	4.5	2.2	1.5
thrombin 1536	1.8	-0.8	-1.1	-2.2	-2.3	-1.4
EBV gp42 block	2.4	-5.7	-3.7	-2.0	-18.0	-15.4
14-3-3 Bad PPI	-10.6[fluorescence artefact?]	1.0	56.3	-6.4	1.8	11.5
Rad51 HR inh	1.1	4.6	x	11.1	-4.9	-0.1
Furin inhibitor	-14.0	-22.9	-24.2	-25.6	-15.7[20 µM]	-11.6[20 µM]
eIF4E-4G inh	3.5	3.0	2.5	-2.2	-14.7	-2.5
KCC2 mod	0.0716	x	0.0489	-0.0158	x	-0.44

#13 O=C(Oc1ccc(N(C(=O)c2ccncc2)S(=O)(=O)c2ccc(Cl)cc2)cc1)c1ccncc1
#14 C=CCN1C(=O)C(Cc2ccc(Br)cc2)S/C1=N\N=C\c1ccco1 (centres undefined)
#15 Nc1nc(-c2ccc(Cl)cc2)nc(-c2ccc(Cl)cc2)n1
#16 CCOCCn1c(SCC)nc2c1c(=O)[nH]c(=O)n2C
#17 O=C(Nc1ccc(NC(=O)c2cccs2)cc1)c1cccnc1
#18 Cc1ccc(C(=O)c2cnc3cc4c(cc3c2S(=O)(=O)c2ccccc2)OCCO4)cc1
Compound	13	14	15	16	17	18
NCF1 inh	-4.5	-1.5	-7.5	-6.3	0.8	-32.4
hK5 inh	x	4.7	-2.9	4.1	-4.4	-4.0
thrombin 1536	8.7	-2.3	-5.1	-2.6	-3.2	-2.2
EBV gp42 block	-8.3	2.7	-11.4	-24.1	5.1	-15.8
14-3-3 Bad PPI	-2.8	2.1	5.1	10.7	-9.5	-17.4
Rad51 HR inh	-28.9	2.0	-15.3	3.0	2.6	-3.1
Furin inhibitor	-27.7	-16.0[20 µM]	4.6	-22.9[20 µM]	-24.8	-17.4
eIF4E-4G inh	3.5	-9.1[fluorescence artefact?]	-0.3	1.2	0.2	7.8[fluorescence artefact?]
KCC2 mod	x	0.0821	0.909	1.36	-0.484	-0.77

#19 O=C1CC(SCc2nc3ccccc3[nH]2)C(=O)N1c1cccc(Cl)c1 (centres undefined)
#20 COc1ccc(S(=O)(=O)NC(C)C(=O)Nc2ccccc2F)cc1 (centres undefined)
#21 Cc1ccc(S(=O)(=O)c2cccc(S(=O)(=O)N3CCCC3)c2)cc1S(=O)(=O)N1CCCC1
#22 Oc1oc(-c2ccccc2)nc1C=NCc1ccccc1
#23 Cc1ccc(S(=O)(=O)N(CC(=O)Nc2cccc([N+](=O)[O-])c2)C2CCCCC2)cc1
#24 NC(=O)COc1ncnc2scc(-c3ccc(F)cc3)c12
Compound	19	20	21	22	23	24
NCF1 inh	-10.6	-9.4	-1.6	-8.9	-8.2	-13.6
hK5 inh	-7.4	-25.1	-12.1	-6.4	3.6	-5.6
thrombin 1536	0.4	-3.0	1.2	3.7	2.4	-7.3
EBV gp42 block	0.2	-2.8	-18.2	-12.5	-20.5	-21.4
14-3-3 Bad PPI	6.3	7.6	16.8	-6.8	8.8	-4.0
Rad51 HR inh	-5.3	-7.2	4.4	x	-3.2	-10.8
Furin inhibitor	-0.3[20 µM]	-19.1	-13.0	0.7[20 µM]	-10.3	2.7
eIF4E-4G inh	0.8	4.6	0.1	-0.5	3.0	-0.4
KCC2 mod	0.0565	-1.24	-2.65	-0.651	0.0397	-0.412

#25 CC(C)(C)n1ncc2c(=O)n(CC(=O)N3CCCCC3)cnc21
#26 FC(F)(F)c1ccc2c(c1)[nH]c(=S)n2C1CC1
#27 O=C(O)CC1(CC(=O)NCc2ccncc2)CCCCC1
#28 O=C(Nc1ccon1)c1cc(-c2ccccc2)nc2ccccc12
#29 CCCSc1nnc(NC(=O)c2ccco2)s1
#30 CCC(C)(C)n1nnnc1C(c1cc2cc(OC)ccc2[nH]c1=O)N1CCc2ccccc21 (centres undefined)
Compound	25	26	27	28	29	30
NCF1 inh	-4.6	-4.2	-7.0	1.6	-2.8	-55.0
hK5 inh	-4.6	4.2	37.0	-16.9	-14.3	-4.2
thrombin 1536	6.0	-12.2	15.1	0.1	0.5	-10.9
EBV gp42 block	5.8	-7.4	-2.8	-11.4	3.9	-5.7
14-3-3 Bad PPI	-18.9	-6.3	-13.1	8.0	15.5	-2.2
Rad51 HR inh	22.3	-36.4	1.1	x	1.4	-3.3
Furin inhibitor	-14.0	-8.8	-3.2	-12.5[20 µM]	-7.0	-23.3[20 µM]
eIF4E-4G inh	-1.0	3.2	0.4	-2.9	3.5	-1.6
KCC2 mod	1.97	62.2*	0.296	-0.43	0.971	-0.8

Copied from above, compounds 27–30
#27 O=C(O)CC1(CC(=O)NCc2ccncc2)CCCCC1
#28 O=C(Nc1ccon1)c1cc(-c2ccccc2)nc2ccccc12
#29 CCCSc1nnc(NC(=O)c2ccco2)s1
#30 CCC(C)(C)n1nnnc1C(c1cc2cc(OC)ccc2[nH]c1=O)N1CCc2ccccc21 (centres undefined)
Compound	27	28	29	30
NCF1 inh	-7.0	1.6	-2.8	-55.0
hK5 inh	37.0	-16.9	-14.3	-4.2
thrombin 1536	15.1	0.1	0.5	-10.9
EBV gp42 block	-2.8	-11.4	3.9	-5.7
14-3-3 Bad PPI	-13.1	8.0	15.5	-2.2
Rad51 HR inh	1.1	x	1.4	-3.3
Furin inhibitor	-3.2	-12.5[20 µM]	-7.0	-23.3[20 µM]
eIF4E-4G inh	0.4	-2.9	3.5	-1.6
KCC2 mod	0.296	-0.43	0.971	-0.8

Carrying on:
#31 CCOC(=O)c1c(NC(=O)CN2C(=O)CN(C)C2=O)sc(C)c1C
#32 CS(=O)(=O)Nc1ccc(N2CCN(c3ccc(C(F)(F)F)cn3)CC2)nc1
#33 Cc1nn(-c2ccc(Cl)cc2Cl)c(C)c1C(=O)O
#34 CCCOc1ccc(C(=O)C(CN2CCOCC2)c2ccccc2)cc1 (centres undefined)
#35 Cc1ccc(S(=O)(=O)NC(CC(N)=O)C(=O)O)cc1 (centres undefined)
#36 COCCCN=CC1=C(O)CC(C)(C)CC1=O
Compound	31	32	33	34	35	36
NCF1 inh	-12.3	-12.2	-7.1	-10.7	1.6	2.2
hK5 inh	0.6	-3.9	0.7	-8.9	-27.1	2.6
thrombin 1536	-5.2	-3.6	-4.6	5.0	-12.3	2.4
EBV gp42 block	-2.7	-2.1	-21.1	-8.6	16.6	-19.6
14-3-3 Bad PPI	-14.0	-4.6	-1.5	32.4[fluorescence artefact?]	6.9	-1.6
Rad51 HR inh	22.6	-1.2	-1.2	-1.5	1.9	3.8
Furin inhibitor	-16.7	-1.5	-25.7	-28.0[20 µM]	-17.6	-15.0
eIF4E-4G inh	-0.2	-0.2	-0.8	4.0[fluorescence artefact?]	-6.8	-2.0
KCC2 mod	1.11	0.0821	1.05	-0.584	x	-0.012

#37 COc1ccccc1C1(CCNC(C)c2cccs2)CCOC(C(C)C)C1 (centres undefined)
#38 CCOc1ccccc1NC(=O)C1C2C=CC(O2)C1C(=O)O (centres undefined)
#39 C=CCn1c(SCc2ccc(Cl)cc2)nc2cc(C(=O)N3CCC(C(N)=O)CC3)ccc2c1=O
#40 CCC(=O)Nc1sc(C(=O)Nc2ccccc2F)c(C)c1C(=O)OC
#41 CCOC(=O)c1c(CC(C)C)csc1NC(C)=O
#42 O=C(Cc1ccccc1)Nc1nc2ccccc2[nH]1
#43 O=C(/C=C/c1ccccc1)Nc1ccc(Br)cn1
#44 N#Cc1c(NC(=O)CCCN2C(=O)c3ccccc3C2=O)oc(-c2ccccc2)c1-c1ccccc1
Compound	37	38	39	40	41	42	43	44
NCF1 inh	-3.8	-1.7	-2.9	-4.7	-3.2	-11.0	-1.7	-24.0
hK5 inh	-6.6	-9.9	-9.5	1.8	0.0	2.4	4.6	4.7
thrombin 1536	1.1	-2.4	-8.3	-9.6	-6.5	0.1	-2.1	2.4
EBV gp42 block	-0.2	-7.0	30.3	-9.1	-8.1	-10.4	8.2	-16.9
14-3-3 Bad PPI	3.1	-4.9	-0.9[fluorescence artefact?]	-8.0	3.4	2.6[fluorescence artefact?]	2.0	-1.4
Rad51 HR inh	9.7	-3.2	2.8	8.9	22.1	-9.2	4.5	-2.9
Furin inhibitor	-10.8	-16.9	-3.1	-2.4	-11.4[20 µM]	-9.7	-23.3	-14.3
eIF4E-4G inh	-5.4	-4.9[fluorescence artefact?]	9.9	-0.3	-0.3	-3.7	-0.9	0.4
KCC2 mod	-1.23	x	-0.637	0.139	-0.743	0.131	0.193	x
